SIRT5 inh – SIRT5 desuccinylase inhibitors, primary screen, biochemical, fluorescence imaging, single point, set 5 | NAD-dependent protein deacylase sirtuin-5, mitochondrial (Homo sapiens), Q9NXA8 | Purified SirT5, succinyl-peptide AMC, trypsin-coupled fluorescence | inhibition, % at 15 µM | hit rate 1.1% among 330,000; in the data active = inhibition above about 15%; inconclusive = no clear call, values can overlap the other calls
Target sequence (Q9NXA8 whole entry, looked up): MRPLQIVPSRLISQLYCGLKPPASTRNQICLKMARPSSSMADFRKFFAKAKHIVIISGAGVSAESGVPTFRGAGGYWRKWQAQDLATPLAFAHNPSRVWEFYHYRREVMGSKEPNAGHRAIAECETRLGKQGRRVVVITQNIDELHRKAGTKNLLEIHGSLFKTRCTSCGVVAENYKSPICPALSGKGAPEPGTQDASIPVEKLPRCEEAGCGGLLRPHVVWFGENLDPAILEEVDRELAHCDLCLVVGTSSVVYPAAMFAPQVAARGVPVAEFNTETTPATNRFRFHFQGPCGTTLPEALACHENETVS
ERAP1 inh – human ERAP1 aminopeptidase inhibitors, primary screen, biochemical, single point, plate reader; recombinant ERAP1, Leu-AMC fluorescence, 60 min; inhibition, % at 10.7 µM; hit rate 0.15% among 340,000;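 active = mean replicate inhibition of at least 30%, or all replicates individually reaching that 30% level; inactive = mean below 30% and not every replicate reaching it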;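 note: 0% = neutral control wells and 100% = L-leucinethiol positive control wells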
PGC1a acetyl inh – inhibitors of PGC1a acetylation signal, primary screen, cell-based, U2OS, AlphaScreen, inhibitor mode. AlphaScreen anti-acetyl-lysine; with virally co-expressed GCN5 acetyltransferase. inhibition, % at 15.6 µM. hit rate 0.17% among 350,000. AID 651687, 2012;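 active = every replicate shows inhibition of at least 40%; inconclusive = mean inhibition at least 40% but some replicate below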;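 note: 0% = neutral control wells and 100% = positive control wells; some results beyond the cut were filed as inactive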
LGR2 antag – inhibitors of bursicon-induced LGR2 CRE-luciferase signal, primary screen, cell-based, HEK293, CRE-luciferase reporter, bursicon stimulation | inhibition, % at 9.99 µM | AID 720647, 2013 | bursicon-stimulated, 4 h | hit rate 0.35% among 380,000;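 active = drop in luminescence signal, shown as inhibition above about 50% in the replicate tests, limit read from the data, passing the limit was not always enough; inconclusive = probably only some replicates passing the limit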;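 note: agonist challenge used bursicon conditioned medium at about half maximal strength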
Cneo AK release – Cryptococcus neoformans cell lysis inducers, primary screen, AK release luminescence, single concentration | C. neoformans lysis, adenylate kinase release luminescence, 4 h; normalised: neutral wells 0, clomiphene wells 100 | lysis activity, % at 15 µM | hit rate 0.2% among 360,000;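 active = mean lysis activity across replicates of at least 80%, whatever share of replicates individually reach that level; inactive = mean lysis activity below 80%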
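Assay system: C. neoformans cells. Amount: yeast cell density of 5 × 10^6 cells/mL. Technique: AK luminescence. Buffer or medium: YPD. Times: static 4 h at 37 °C with compound, 1 h detection. Dosing: single-point compound dose. Read-out: lysis from increased AK signal.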
S100A4 inh HTS – inhibitors of S100A4-myosin IIA peptide binding, primary screen, biochemical, fluorescence polarization, TAMRA-MyoIIA peptide; hit rate 0.14% among 360,000; inhibition, % at 10.7 µM; Protein S100-A4 (Homo sapiens), P26447;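 active = mean inhibition of at least 70% across replicates, with every replicate also reaching that level; inconclusive = mean inhibition reaches 70% but some replicates fall short; inactive = mean inhibition below 70%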
Target sequence (P26447 whole entry, looked up): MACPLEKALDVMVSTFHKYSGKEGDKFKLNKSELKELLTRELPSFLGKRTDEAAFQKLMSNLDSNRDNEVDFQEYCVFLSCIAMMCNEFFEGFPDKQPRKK
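Test system: S100A4 monomer protein; Medium: HEPES pH 7.2 with CaCl2, KCl, NaCl, DTT, Triton; Probe or stimulus: TAMRA-labelled myosin IIA heavy-chain peptide probe, 5 nM; Doses: one dose per compound; Times: polarization read 5 min after assay mix addition, stable 5–60 min; Benchmarks: neutral control DMSO, positive control TFP.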
Xi reactivation – activators of inactive X chromosome reactivation, primary screen, imaging, XiGFP fibroblasts, GFP high-content imaging, set 2; XiGFP mouse fibroblasts, % GFP-positive cells imaging, 3 d; cells co-treated with 5-aza-dC sensitizer; scaled so ellipticine positive control = 100%; AID 743238, 2013; hit rate 0.055% among 360,000; activation, % at 7.58 µM;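 active = mean normalized replicate activation at least 10% and every replicate at or above 10%; inconclusive = only one of the two criteria met; inactive = mean below 10% and not all replicates reach 10%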;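 note: 0% = median of on-plate neutral control wells and 100% = ellipticine 6 µM median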
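System: SV40-immortalized XiGFP fibroblast cells, line 68-5-11 / Incubation: 3-day compound exposure, then 15 min fixation at room temperature / Compound: single concentration per compound, delivered by pin transfer / Buffer or medium: DMEM plus 5-aza-dC sensitizer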
C2C12 statin – suppressors of statin myotoxicity in C2C12 myotubes, primary screen, cell-based, single point, plate reader. C2C12 myotubes + simvastatin, ATP luminescence, 48 h; scaled: DMSO 0, geranylgeraniol control 100. rescue of ATP level, % at 7.49 µM. hit rate 0.78% among 330,000. AID 602340, 2012;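 active = mean ATP rescue above about 67%, or every replicate alone reaching that limit, limit read from the data, passing the limit was not always enough; inconclusive = no clear call, values can overlap the other calls; inactive = mean under the limit and some replicate under it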;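 note: myotubes were challenged with 10 µM simvastatin during compound exposure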
Starred values were filed as active, the others as inactive; u = inconclusive; x = no result given. An excerpt (hit frequency here may not be typical).

SMILES	SIRT5 inh	ERAP1 inh	PGC1a acetyl inh	LGR2 antag	Cneo AK release	S100A4 inh HTS	Xi reactivation	C2C12 statin
CCCCOC(=O)C1CN(c2ccccc2)N=C1C(C)=O (stereo not drawn)	-1.4	10.3	-1.9	4.6	x	1.5	0.0	x
COc1cccc(NC(=O)c2cc(-c3ccc(C)o3)nc3ccccc23)c1	3.6	-4.1	-2.3	-16.2	-1.9	4.5	0.2	-11.0
COCCn1nnnc1C(C(C)C)N1CCSCC1 (stereo not drawn)	2.5	2.9	x	18.0	0.7	-5.2	0.0	-10.9
O=C(NCc1ccc(F)cc1)C1CCCN1C(=O)Nc1cccc(F)c1 (stereo not drawn)	x	-0.8	4.9	2.1	1.1	-1.5	0.1	8.4
O=C(c1ccncc1)N1CCN(c2ccc3ccccc3n2)CC1	-0.8	0.5	3.1	-5.3	x	6.9	0.1	x
[O-]/C(=C(\C(=S)NCCN1CCOCC1)[n+]1ccccc1)c1ccc(Cl)s1	-0.8	5.6	2.2	x	-4.9	-2.0	0.0	-6.7
CN(CC(=O)Nc1cccc(S(=O)(=O)N2CCCC2)c1)CC(=O)Nc1ccc(F)c(F)c1F	-1.0	0.0	2.3	-0.8	-1.5	7.1	0.0	7.4
O=C(O)c1ccc(O)c(O)c1	3.0	-2.5	7.3	30.2	0.8	2.4	x	6.8
O=C(O)CN1C(=O)C2C3CC(C2C1=O)C1C(c2ccccc2)c2sc(=O)[nH]c2SC31 (stereo not drawn)	x	x	5.3	-1.8	0.7	x	0.1	7.5
C[C@H]1CN([C@@H](C)CO)S(=O)(=O)c2ccc(C3=CCCC3)cc2O[C@H]1CN(C)Cc1ccccc1F	-3.6	3.3	-17.4	1.7	-3.4	16.3	-0.1	-30.4
c1ccc(SCc2nc(-c3cccnc3)no2)cc1	x	x	4.9	-29.2	2.5	x	x	1.7
O=C1Nc2ccc([N+](=O)[O-])cc2OC1CCN1CCN(c2ccccc2)CC1 (stereo not drawn)	1.8	2.8	x	-2.1	2.2	2.1	0.0	-0.4
CC1=CC(C)(C)N2C(=O)C3(NCCc4c3[nH]c3ccccc43)c3cc(C)cc1c32 (stereo not drawn)	-0.7	3.7	-5.3	10.3	-4.4	-4.5	0.0	x
Cc1cc(CNC(=O)COC(=O)c2ccc(Cl)c(N)c2)cc(C)c1O	0.0	1.5	x	8.7	0.1	0.4	0.5	-1.0
CCCCn1c(SCC(=O)NC2CCS(=O)(=O)C2)nc2ccccc2c1=O (stereo not drawn)	-0.1	1.5	-4.7	2.7	-4.3	-2.8	0.1	1.1
Cc1cccc(C(=O)N[C@H](C(=O)NCc2cccs2)C(C)C)c1	-0.7	-1.1	x	2.7	-0.7	2.9	0.2	0.2
COc1ccc(NC(=O)Nc2cccc3c2O[C@H](CN(C)Cc2ccc4c(c2)OCO4)[C@@H](C)CN([C@H](C)CO)C3=O)cc1	2.1	4.2	1.6	-1.3	0.5	-2.6	0.2	-3.2
O=C([C@H]1[C@H](CO)[C@H]2Cn3c(ccc(C4=CCCC4)c3=O)[C@@H]1N2C(=O)c1ccccc1)N1CCOCC1	-4.4	-3.0	x	-14.1	-1.4	1.2	0.1	-1.3
COc1cccc(NC(=O)CNC(=O)N2CC(=O)Nc3ccccc32)c1	9.1	1.5	7.9	-14.6	3.9	-0.5	0.2	4.5
N#CC(C#N)=c1ccc2c(c1)N1C(c3ccccc3)=CC(c3ccccc3)C3CCCCC31N=2 (stereo not drawn)	-2.8	x	-5.3	2.8	-3.4	-10.0	-0.2	10.8
CCOC(=O)c1c(C)[nH]c(C(=O)N2CCN(CC)CC2)c1C	1.5	-2.1	3.2	12.1	-0.3	-10.5	0.2	-2.3
COc1ccccc1CNC(=O)C[C@H]1CC[C@@H](NC(C)=O)[C@H](CO)O1	2.5	-4.2	-0.6	5.6	6.8	1.8	0.0	-3.3
CC(CN1CCOCC1)OC(=O)/C=C/c1ccccc1 (stereo not drawn)	-1.1	-3.1	-14.4	-21.5	x	-2.6	0.0	3.7
Cc1ccn2c(=O)nc(SCC(=O)N3N=C(c4cccs4)CC3c3ccc(F)cc3)nc2c1 (stereo not drawn)	2.1	-0.1	9.0	-11.8	4.4	-2.2	0.1	12.0
O=C(O)c1cc2nc(C3CC3)cc(C(F)(F)F)n2n1	x	x	-4.3	5.5	-0.5	-1.7	0.1	-8.7
Cc1ccc(N2CC(C(=O)Nc3nnc(SCC(=O)Nc4cc(C)on4)s3)CC2=O)cc1 (stereo not drawn)	0.7	-3.9	-0.3	14.5	4.8	-0.9	0.1	x
COc1ccc(CNC(=O)CN(C)S(=O)(=O)c2ccc(Cl)cc2)cc1	-3.3	1.2	-24.6	12.0	-0.8	-4.5	-0.1	0.2
C[C@@H]1CN([C@@H](C)CO)C(=O)c2ccccc2-c2ccccc2CO[C@@H]1CN(C)C(=O)[C@H](C)c1ccccc1	10.4	4.7	-5.1	6.5	-1.1	-11.4	-1.1	-2.6
COc1cc([N+](=O)[O-])ccc1NC(=O)COC(=O)C1=NN(c2ccccc2)C(=O)CC1	-6.7	3.1	26.8	4.0	2.5	-3.9	-0.5	-16.2
CN(C)CC(=O)N1[C@H](C#N)[C@H](c2ccccc2-c2ccc(C(=O)N(C)C)cc2)[C@@H]1CO	-0.1	0.1	x	23.6	x	6.6	0.0	x
Cc1nnc(NC(=O)CCSc2ccccc2)s1	x	x	4.3	-6.4	-1.6	x	x	28.6
O=C(NC1CCN(C(=O)Nc2cccc(F)c2)CC1)c1ccco1	-5.2	2.2	x	7.2	4.1	-1.1	0.2	-9.0
O=C(c1ccco1)N1N=C(c2ccc(Br)cc2)CC1(O)C(F)(F)F (stereo not drawn)	-0.2	-2.8	-2.1	7.0	x	1.7	0.2	x
C[C@@H]1CN([C@@H](C)CO)C(=O)c2cc(NC(=O)NC3CCCCC3)ccc2O[C@@H](C)CCCCO[C@H]1CN(C)C(=O)C1CCCCC1	10.3	-5.1	x	3.9	5.6	-9.6	-0.1	13.9
Cc1ccc(NC(=O)CSc2nncc3ccccc23)cc1	-1.3	0.1	1.7	-3.1	x	-22.4	0.0	0.4
Cc1c(C(=O)O)sc2nc(/C=C/c3cccc(O)c3)[nH]c(=O)c12	9.4	-25.8	0.7	-3.5	-2.5	4.1	0.0	0.6
COc1ccc(Cn2nnnc2C(c2cccs2)N2CCOCC2)cc1 (stereo not drawn)	x	x	4.0	-1.8	0.6	x	x	-11.4
CCN(CC)S(=O)(=O)c1ccc(N2CCOCC2)c(NC(=O)c2[nH]c(C)c(C(C)=O)c2C)c1	0.2	-0.2	-13.7	-19.8	-4.6	6.4	0.2	11.1
CCN(CC)S(=O)(=O)c1cc(NC(=O)C(C)N2CCN(c3ccccn3)CC2)ccc1C (stereo not drawn)	-9.1	0.4	-9.9	9.1	-2.2	-4.7	0.0	-18.3
COc1ccc2c(C(=O)CCl)c[nH]c2c1	1.5	-0.6	5.8	-15.5	x	-3.2	-0.1	x

Compound profiles, from the list above. Order of screens: SIRT5 inh, ERAP1 inh, PGC1a acetyl inh, LGR2 antag, Cneo AK release, S100A4 inh HTS, Xi reactivation, C2C12 statin
COc1ccc(Cn2nnnc2C(c2cccs2)N2CCOCC2)cc1 (stereo not drawn) in the list: x, x, 4.0, -1.8, 0.6, x, x, -11.4
COc1cc([N+](=O)[O-])ccc1NC(=O)COC(=O)C1=NN(c2ccccc2)C(=O)CC1 in the list: -6.7, 3.1, 26.8, 4.0, 2.5, -3.9, -0.5, -16.2

More compounds:
SMILES	SIRT5 inh	ERAP1 inh	PGC1a acetyl inh	LGR2 antag	Cneo AK release	S100A4 inh HTS	Xi reactivation	C2C12 statin
CC(C)NC(=O)Nc1ccc2c(c1)C(=O)N([C@@H](C)CO)C[C@@H](C)[C@H](CN(C)Cc1ccc(C(=O)O)cc1)OCCCC[C@H](C)O2	0.3	-3.4	u	5.8	45.9	9.9	0.1	x
O=C(C[C@@H]1C[C@@H]2c3cc(NS(=O)(=O)c4ccc(F)cc4)ccc3O[C@@H]2[C@H](CO)O1)NCc1cc(F)ccc1F	-3.3	-1.9	3.1	-5.7	36.6	3.7	-0.1	-5.0
CS(=O)(=O)c1ccc2nc(NC(=O)CCS(=O)(=O)c3ccccc3)sc2c1	10.1	-3.5	7.8	21.9	0.2	-1.5	0.0	1.2
C=CCN(CC=C)C(=O)C(=O)c1cc(C)n(-c2ccc([N+](=O)[O-])cc2)c1C	x	x	11.2	8.9	3.9	x	x	32.2
O=C(O)c1ccc(CSc2nc3ccccc3[nH]2)cc1	1.2	-20.0	9.5	6.5	-0.4	-33.8	0.0	-3.1
OC[C@@H]1[C@@H](c2ccc(C#Cc3ccccc3F)cc2)[C@@H]2CN(Cc3cncnc3)CCCCN12	-0.1	-0.4	3.9	11.3	-0.1	-7.8	0.0	21.9
Cc1ccccc1S(=O)(=O)NC(=O)C1(C)CCN1C(=O)C1(c2ccc(Cl)cc2)CC1 (stereo not drawn)	x	1.1	7.1	-0.8	1.2	0.1	0.0	11.8
C[C@@H]1CN([C@H](C)CO)C(=O)c2cc(Br)cnc2O[C@H]1CN(C)Cc1cccc(F)c1	-3.7	3.6	-14.6	-34.2	-2.2	-10.0	-0.5	x
CC1CCN(c2nnc(N3CCC(C)CC3)c3ccccc23)CC1	-2.3	-3.7	-3.5	-25.4	7.2	-11.0	-0.1	7.9
CC(C)NC(=O)Nc1ccc2c(c1)C(=O)N([C@H](C)CO)C[C@H](C)[C@H](CN(C)C(=O)NC1CCCCC1)OCCCC[C@H](C)O2	1.2	-0.4	9.8	-3.4	0.5	12.5	0.2	x
O=[N+]([O-])c1cc(S(=O)(=O)/N=C(/c2ccccc2)N2CCOCC2)ccc1Cl	-4.5	-2.0	x	x	x	-0.3	-0.1	x
Cn1ncc(Cl)c1C(=O)N1CCN(c2ccccc2)CC1	0.1	3.0	x	11.6	0.0	-14.9	0.0	6.9
O=C(C[C@H]1C[C@H]2c3cc(NC(=O)c4ccc5c(c4)OCO5)ccc3O[C@H]2[C@@H](CO)O1)NCCN1CCCCC1	1.2	-2.4	-4.7	-5.6	-1.7	13.1	0.1	-6.6
Cc1ccc(S(=O)(=O)Nc2ccc3c(c2)C(=O)N([C@H](C)CO)C[C@@H](C)[C@@H](CN(C)C(=O)Nc2c(C)noc2C)O3)cc1	-5.5	3.4	3.9	2.5	-7.8	18.6	-0.3	32.7
COc1cc([N+](=O)[O-])ccc1NC(=O)CCCOc1cc(C)ccc1C	-3.4	0.8	x	4.8	x	-1.2	-0.1	x
